From PubChem BioAssay
ABCB1 block = blocks JC-1 efflux by human ABCB1 transporter | AID 1326 | P08183 | inhibition, % at 6.6 µM | 190,000 tested, 0.067% active | CCRF-Adr cells, flow cytometry; in the data active = inhibition above about 40%;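 also: 0% = vehicle and 100% = reference inhibitor; higher value means more JC-1 retained so stronger ABCB1 efflux block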
GSH fluor = compound fluoresces at 488/530 nm on GSH beads; GSH beads flow cytometry, compound fluorescence 488/530 nm; stronger effect = higher value; fluorescence (KMESF) at 10 µM; 190,000 tested, 0.25% active; AID 1776; in the data active = fluorescence above about 89;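 also: glutathione beads carrying GST-tagged Bcl family fusion proteins plus one bare bead set; values are compound well signal with DMSO vehicle wells as background; inactives centre near 16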
RGS4-Gao reg = human RGS4-Galphao interaction regulation; Multiplexed bead flow cytometry, RGS4-Galphao binding; actives lie on both sides; binding response (% of control), % at 10 µM; 220,000 tested, 0.33% active; in the data active = binding response below about 49% or above about 150%; inactive = in between;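 also: fluorescent Galphao activated with aluminum fluoride binding bead-coupled RGS4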
Target sequence (P09471 whole entry, looked up): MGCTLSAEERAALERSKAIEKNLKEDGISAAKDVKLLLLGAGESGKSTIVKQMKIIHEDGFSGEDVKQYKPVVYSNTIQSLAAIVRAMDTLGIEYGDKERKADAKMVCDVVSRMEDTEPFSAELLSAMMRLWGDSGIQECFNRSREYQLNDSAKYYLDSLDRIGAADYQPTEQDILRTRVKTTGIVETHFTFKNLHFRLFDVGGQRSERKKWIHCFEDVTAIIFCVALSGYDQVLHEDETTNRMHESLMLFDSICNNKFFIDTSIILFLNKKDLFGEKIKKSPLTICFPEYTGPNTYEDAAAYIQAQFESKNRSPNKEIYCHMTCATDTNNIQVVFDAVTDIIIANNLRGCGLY
Bim-Bcl-XL = inhibitors of Bim-Bcl-XL interaction, human. Bim peptide-Bcl-XL binding, bead flow cytometry, fluorescence. Q07817. inhibition, % at 10 µM. AID 1007. 190,000 tested, 0.04% active
Target sequence (Q07817 whole entry, looked up): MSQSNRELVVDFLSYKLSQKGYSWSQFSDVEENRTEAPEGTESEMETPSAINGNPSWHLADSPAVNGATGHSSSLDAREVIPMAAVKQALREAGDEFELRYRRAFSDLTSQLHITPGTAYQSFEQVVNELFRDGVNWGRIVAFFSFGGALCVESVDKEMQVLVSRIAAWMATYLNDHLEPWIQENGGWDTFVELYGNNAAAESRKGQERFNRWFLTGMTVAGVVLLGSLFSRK
ABCG2 inh = blocks JC-1 efflux by human ABCG2 transporter. Q9UNQ0. IgMXP3 cells, flow cytometry. inhibition, % at 6.6 µM. 190,000 tested, 0.1% active. AID 1325;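 active = inhibition above 80%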;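 also: 0% = DMSO and 100% = nicardipine control wells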
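Test system: IgMXP3 cells (ABCG2) mixed with DDAO far-red-labelled CCRF-Adr cells (ABCB1). Reagent: JC-1 transporter substrate. Compound dosing: single test compound dose, 6.6 µM final. Times: 10 min compound exposure, 25 °C. Detection: flow cytometry of retained JC-1 fluorescence. Read-out basis: efflux inhibition in percent versus controls. Controls: nicardipine and DMSO wells.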
Bfl-1 Bim block = disrupts Bim binding to human Bfl-1 | AID 1008 | Bead-based flow cytometry, Bim-Bfl-1 binding inhibition | inhibition, % at 10 µM | Q16548 | 190,000 tested, 0.12% active;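 also: 0% = wells without compound plus tracer and 100% = blocker peptide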
RGS7-Gao = modulates binding of RGS7 to human Galphao; P09471; Multiplexed bead flow cytometry; actives lie on both sides; binding response (% of control), % at 10 µM; 220,000 tested, 0.35% active; AID 1439; in the data active = binding response below about 49% or above about 150%;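 also: fluorescent Galphao held in activated GDP-AlF4 state binding bead-coupled RGS7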
Avidin fluor = avidin bead compound fluorescence profile | 220,000 tested, 0.38% active | fluorescence (KMESF) at 10 µM | Avidin beads, compound fluorescence 488/530 nm, flow cytometry; stronger effect = higher value; in the data active = fluorescence above about 47; also: inactives centre near 10
Bcl-2 Bim block = inhibitors of Bim-Bcl-2 interaction, human; Bead-based flow cytometry, Bim peptide-Bcl-2 binding; inhibition, % at 10 µM; 190,000 tested, 0.06% active; AID 950; in the data active = inhibition above about 40%;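 also: 0% = no compound wells with probe peptide and 100% = reference peptide inhibitor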
Target sequence (P10415 whole entry, looked up): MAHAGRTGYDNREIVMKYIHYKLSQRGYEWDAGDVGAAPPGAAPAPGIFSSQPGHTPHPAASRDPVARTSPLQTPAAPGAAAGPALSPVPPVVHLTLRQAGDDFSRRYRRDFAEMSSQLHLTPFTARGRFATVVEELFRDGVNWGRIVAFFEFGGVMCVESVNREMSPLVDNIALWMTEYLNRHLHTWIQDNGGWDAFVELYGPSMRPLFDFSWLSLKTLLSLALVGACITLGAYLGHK
Bim-Bcl-W = human Bim-Bcl-W interaction inhibition; Q92843; bead-based flow cytometry, Bim peptide-Bcl-W binding; inhibition, % at 10 µM; 190,000 tested, 0.02% active; AID 952;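 also: 0% = bound tracer without compound and 100% = peptide blocker; higher means less fluorescent Bim peptide bound to Bcl-W beads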
Target sequence (Q92843 whole entry, looked up): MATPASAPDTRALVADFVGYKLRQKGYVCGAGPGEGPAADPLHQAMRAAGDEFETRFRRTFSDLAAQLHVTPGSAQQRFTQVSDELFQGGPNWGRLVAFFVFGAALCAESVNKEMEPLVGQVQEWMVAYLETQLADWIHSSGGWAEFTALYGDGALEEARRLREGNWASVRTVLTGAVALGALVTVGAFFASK
Bcl-B Bim block = human Bim-Bcl-B interaction inhibition; Q9HD36; bead-based flow cytometry, Bim peptide-Bcl-B binding; inhibition, % at 10 µM; 190,000 tested, 0.073% active; AID 951;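 also: 0% = tracer peptide without compound and 100% = reference inhibitor peptide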
An asterisk follows results filed as active. Rule as the data show it, unless noted: active = inhibition above about 40%.

SMILES | ABCB1 block | GSH fluor | RGS4-Gao reg | Bim-Bcl-XL | ABCG2 inh | Bfl-1 Bim block | RGS7-Gao | Avidin fluor | Bcl-2 Bim block | Bim-Bcl-W | Bcl-B Bim block
O=S1(=O)CC2(N3CCOCC3)CCCCC21 (stereo unspecified) | -0.1 | 47 | 94.6 | -6.0 | 1.4 | 0.0 | 94.2 | 5 | -4.0 | -5.0 | -6.0
Cc1ccc(/C=C2/C(=O)NC(=O)N(C)C2=O)cc1 | -0.8 | 12 | 99.9 | -8.0 | -3.6 | -10.0 | 96.5 | 15 | -4.0 | -6.0 | -7.0
COc1ccc(C(=O)C2(C)N(O)C(C)C(c3cccs3)=[N+]2[O-])cc1 (stereo unspecified) | 0.0 | 28 | 102.2 | -6.0 | -0.1 | -15.0 | 96.5 | 4 | -9.0 | -4.0 | -6.0
O=C1NC(=O)C(CCc2ccccn2)(Cc2ccc3c(c2)OCO3)C(=O)N1CCc1ccccc1 (stereo unspecified) | 0.7 | 17 | 103.5 | -5.0 | 1.5 | -8.0 | 103.0 | 16 | -5.0 | 2.0 | -7.0
CCCc1nc2ccccc2c(=O)n1-c1ccccc1OC | 0.7 | 20 | 100.0 | 1.0 | 2.0 | -1.0 | 106.7 | 38 | -2.0 | 0.0 | 1.0
O=C(NC(Oc1ccccc1)C(Cl)(Cl)Cl)c1ccccc1 (stereo unspecified) | 0.0 | 13 | 100.8 | -1.0 | -0.1 | -2.0 | 99.8 | 38 | 1.0 | 0.0 | -1.0
CN1C2CCC1CC(OC(=O)c1ccc(Cl)cc1)(C(=O)O)C2 (stereo unspecified) | 1.5 | 11 | 105.2 | -6.0 | 27.8 | 0.0 | 105.4 | 4 | 0.0 | -4.0 | -6.0
COP(=O)(OC)/C(C=O)=N/Nc1ccc([N+](=O)[O-])cc1 | 1.3 | 25 | 89.5 | 0.0 | 10.5 | -3.0 | 92.4 | 9 | -1.0 | 0.0 | -4.0
COc1ccc(OC)c(N2C(=O)NC(=O)C(CCc3ccncc3)(CCc3ccncc3)C2=O)c1 | 0.0 | 14 | 100.5 | -8.0 | 0.1 | -10.0 | 99.7 | 24 | -10.0 | -6.0 | -8.0
CN1CCN(Cc2nc3ccccc3n2C)CC1 | 0.7 | 14 | 102.0 | -7.0 | 2.2 | -12.0 | 100.8 | 7 | -10.0 | 0.0 | -6.0
O=C(COc1ccccc1)N1CCN(CC(O)COc2ccccc2)CC1 (stereo unspecified) | 0.7 | 27 | 92.0 | -9.0 | 1.7 | -15.0 | 93.9 | 10 | -12.0 | 0.0 | -9.0
COCCN1Cc2cc(=O)n3c([nH]c4ccccc43)c2C1=N | -1.1 | 19 | 101.7 | 2.0 | 1.6 | -1.0 | 103.2 | 6 | 3.0 | 3.0 | 1.0
COc1cc2c3c(c1OC)-c1cc(O)ccc1CC3NCC2 (stereo unspecified) | 0.7 | 27 | 93.3 | -3.0 | 3.6 | 1.0 | 97.0 | 10 | -3.0 | -1.0 | -2.0
CCCCn1c(O)c(C(CC)=NCCN2CCCCC2)c(=O)[nH]c1=O | -0.1 | 43 | 104.7 | -11.0 | 3.3 | -4.0 | 105.3 | 8 | -5.0 | 0.0 | -6.0
O=C1NC(=O)C(=Cc2ccccc2Oc2ccc(F)cc2)C(=O)N1 | -0.2 | 8 | 106.8 | -1.0 | -0.4 | -6.0 | 106.8 | 24 | -3.0 | -2.0 | -2.0
O=c1[nH]c(N2CCN(Cc3ccc4c(c3)OCO4)CC2)nc2c1CCC2 | 0.2 | 40 | 87.9 | -2.0 | 1.2 | -5.0 | 87.5 | 10 | -8.0 | -8.0 | -5.0
COc1ccc(-c2cc(=O)c3c(OC)c(OC)c(OC)cc3o2)cc1 | 1.1 | 20 | 101.5 | -6.0 | 10.2 | -8.0 | 102.6 | 7 | -5.0 | -2.0 | -3.0
CCCC[n+]1cc(/N=C(\[O-])OC)on1 | 0.1 | 58 | 101.2 | 6.0 | 0.1 | -9.0 | 99.9 | 13 | -2.0 | 6.0 | -4.0
O=c1c2ccccc2[nH]c(=S)n1-c1ccc2c(c1)OCO2 | 0.4 | 68 | 99.4 | -2.0 | 2.2 | -4.0 | 101.5 | 14 | -1.0 | -3.0 | -6.0
CC(C)N(CCC(C(N)=O)(c1ccccc1)c1ccccn1)C(C)C (stereo unspecified) | 0.8 | 21 | 101.5 | -3.0 | 4.3 | -1.0 | 102.1 | 11 | 0.0 | -1.0 | -2.0
COc1cc(/C=N/NC(=O)Cn2c([N+](=O)[O-])cnc2C)ccc1OC(=O)N(C)C | 0.3 | 14 | 102.9 | -6.0 | 1.2 | -4.0 | 100.0 | 8 | -2.0 | 5.0 | -3.0
O=C1NC(=O)N(Cc2ccccc2)C(=O)/C1=C\C=C\c1ccco1 | -1.7 | 20 | 97.5 | -1.0 | -3.6 | 2.0 | 89.9 | 9 | 2.0 | 2.0 | -8.0
CC1(C)CN2C(c3ccc(Cl)cc3)N2C1 (stereo unspecified) | 0.7 | 11 | 102.6 | -4.0 | 1.4 | -2.0 | 98.3 | 19 | -4.0 | -1.0 | 0.0
CN1C(=O)N(C)C(=O)C2(Sc3ccccc3C2=O)C1=O | -0.1 | 12 | 100.5 | 2.0 | 0.0 | -5.0 | 98.6 | 34 | -4.0 | -3.0 | -3.0
CCCC12CN3CCN(CC(C3)/C1=N\NC(=O)c1ccncc1)C2 | -0.1 | 13 | 99.1 | -6.0 | -1.3 | -3.0 | 101.3 | 9 | -3.0 | -4.0 | -6.0
COc1ccc(CN2CCCCC2c2cccnc2)cc1C (stereo unspecified) | 1.0 | 5 | 102.6 | -5.0 | 5.5 | -6.0 | 101.1 | 8 | -2.0 | 0.0 | 0.0
O=c1[nH]sc2cc(F)ccc12 | -0.2 | 7 | 86.3 | -7.0 | 9.0 | 17.0 | 101.4 | 4 | 0.0 | -1.0 | -25.0
CN1CCN(c2ccc([N+](=O)[O-])c(SCCO)c2)CC1 | 0.5 | 9 | 102.7 | -2.0 | 2.7 | -4.0 | 103.6 | 10 | -1.0 | -1.0 | -4.0
O=c1oc2ccccc2c(O)c1C(c1ccc([N+](=O)[O-])cc1)c1c(O)c2ccccc2oc1=O | -1.1 | 25 | 100.1 | -2.0 | -3.0 | -1.0 | 96.0 | 8 | -4.0 | 0.0 | -4.0
Cc1ccsc1C(=O)C1CCCN(Cc2sc(N(C)C)nc2Cl)C1 (stereo unspecified) | 2.2 | 9 | 107.2 | -1.0 | 2.7 | 1.0 | 107.1 | 8 | 0.0 | -4.0 | -3.0

Next part; it opens with the 3 that closed the last part.
SMILES | ABCB1 block | GSH fluor | RGS4-Gao reg | Bim-Bcl-XL | ABCG2 inh | Bfl-1 Bim block | RGS7-Gao | Avidin fluor | Bcl-2 Bim block | Bim-Bcl-W | Bcl-B Bim block
CN1CCN(c2ccc([N+](=O)[O-])c(SCCO)c2)CC1 | 0.5 | 9 | 102.7 | -2.0 | 2.7 | -4.0 | 103.6 | 10 | -1.0 | -1.0 | -4.0
O=c1oc2ccccc2c(O)c1C(c1ccc([N+](=O)[O-])cc1)c1c(O)c2ccccc2oc1=O | -1.1 | 25 | 100.1 | -2.0 | -3.0 | -1.0 | 96.0 | 8 | -4.0 | 0.0 | -4.0
Cc1ccsc1C(=O)C1CCCN(Cc2sc(N(C)C)nc2Cl)C1 (stereo unspecified) | 2.2 | 9 | 107.2 | -1.0 | 2.7 | 1.0 | 107.1 | 8 | 0.0 | -4.0 | -3.0
COc1ccc(CCC(=O)N2CCC3(CC2)OCCO3)cc1 | 0.2 | 13 | 100.7 | -2.0 | 0.3 | -2.0 | 99.2 | 33 | -2.0 | 0.0 | 0.0
O=C(O)[C@H]1NC[C@H]2C[C@H]21 | 0.4 | 12 | 102.7 | -4.0 | 2.2 | -3.0 | 99.8 | 6 | 0.0 | 0.0 | -4.0
CN(C)CCc1nc2ccccc2c(=O)n1-c1ccccc1 | 0.1 | 58 | 95.6 | -3.0 | 0.7 | -5.0 | 93.9 | 6 | -2.0 | 1.0 | -4.0
Cc1ccc(CC(=O)N2CCN(Cc3ccccc3)CC2)cc1 | 1.1 | 16 | 99.0 | 1.0 | 2.2 | -6.0 | 101.2 | 8 | -3.0 | -1.0 | -3.0
Cc1cccc(-n2c(O)c(C=Nc3ccc(S(N)(=O)=O)cc3)c(=O)[nH]c2=O)c1 | -0.2 | 11 | 105.5 | -1.0 | 0.0 | 0.0 | 106.0 | 22 | -1.0 | 0.0 | 1.0
COc1ccc(CCNCc2ccccc2F)cc1OC | 1.0 | 15 | 100.3 | 0.0 | 3.9 | 2.0 | 102.7 | 5 | 1.0 | 0.0 | 0.0
CCC(=NCc1ccc(F)cc1)c1c(O)n(C)c(=O)n(C)c1=O | 0.6 | 68 | 106.1 | 0.0 | 2.6 | -11.0 | 103.8 | 6 | -7.0 | 2.0 | -2.0
CCOC(=O)C1=C(C)OC(N)=C(C#N)C12C(=O)Nc1ccc(C)cc12 (stereo unspecified) | 0.0 | 14 | 105.9 | -1.0 | 1.4 | -5.0 | 107.7 | 8 | -7.0 | 0.0 | -4.0
Oc1ccc2ccccc2c1CN1CC=C(c2ccccc2)CC1 | -0.5 | 74 | 98.0 | -1.0 | -1.8 | -1.0 | 100.6 | 13 | 0.0 | -1.0 | -2.0
Cc1cc(C)nc(-n2c(C)nc3cc(Cl)ccc3c2=O)c1 | -0.3 | 14 | 102.9 | -3.0 | -1.6 | -1.0 | 105.6 | 11 | -4.0 | -4.0 | -4.0
COc1ccc2c(c1)c(C(=O)CN1CCN(C)CC1)c(C)n2Cc1ccccc1 | 0.9 | 11 | 104.6 | -4.0 | 2.0 | -3.0 | 104.2 | 24 | 0.0 | -1.0 | -3.0
COc1ccccc1N=C1SCCCN1C | 0.2 | 6 | 100.1 | 1.0 | 0.8 | -13.0 | 97.3 | 8 | -2.0 | 1.0 | -4.0
Cc1nc2ccccc2c(=O)n1-c1ccc(F)cc1 | 0.9 | 29 | 86.5 | -1.0 | 2.9 | -13.0 | 88.6 | 20 | -7.0 | 0.0 | -5.0
COc1ccccc1CN1CCCC(C(=O)c2ccccc2SC)C1 (stereo unspecified) | 0.2 | 16 | 102.1 | -6.0 | -0.6 | -8.0 | 104.3 | 2 | -8.0 | -6.0 | -11.0
CCSc1cc(C2C(C#N)=C(N)Oc3n[nH]c(C)c32)c(C)o1 (stereo unspecified) | 0.1 | 34 | 98.6 | -6.0 | 0.7 | -10.0 | 98.1 | 16 | -6.0 | -2.0 | -6.0
CCN1CCN(S(=O)(=O)c2cnc(Cl)c(Br)c2)CC1 | -0.1 | 18 | 101.2 | -9.0 | -0.6 | -7.0 | 100.3 | 12 | -3.0 | -7.0 | -12.0
Cc1nc2sccc2c(=O)n1-c1ccccc1Cl | 0.7 | 12 | 98.8 | 2.0 | 2.0 | 0.0 | 100.3 | 14 | 1.0 | 0.0 | 1.0
Cc1ccc(-c2nc3ccccc3c(=O)n2-c2ccc(Br)cn2)cc1 | 0.3 | 15 | 98.4 | -4.0 | 4.5 | -2.0 | 99.8 | 9 | 0.0 | -1.0 | -1.0

These rows are one share of the data. The share of hits here may be higher or lower than overall.
